Screening data as filed in PubChem.
Tn7 DDE FP: inhibitors of Tn7 peptide binding to human fibrin DD(E). P02675. FP displacement of FITC-Tn7 peptide from fibrin DD(E); 0% = median of compound wells per plate. AID 720508. 0.13% of 370,000 active. inhibition, % at 8.3 µM;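 active = inhibition above the mean of compounds falling within the control limits plus 3 SD of them, cut at about 14% in these data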;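 also: 0% = plate median of compound wells and 100% = 10 µM Aha-Tn7 peptide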
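Assay system: Fibrin-DD(E) protein isolated from polymerized human fibrin clots; read-out basis: percent inhibition; medium: Tris/NaCl/CaCl2 buffer, pH 7.8; signal: FP measurement; incubation: 10 min plus 3 h, room temperature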
TDP2 inh: TDP2 (human) inhibition, absorbance primary screen. O95551. 0.34% of 370,000 active. AID 720702. recombinant TDP2, T5PNP hydrolysis, p-nitrophenol absorbance 415 nm. inhibition, % at 12.8 µM;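 active = inhibition above the mean of all tested compounds plus 3 SD, set per campaign, cut at about 25% in these data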;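 also: 0% = DMSO with enzyme and 100% = buffer with substrate but no TDP2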
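System: recombinant human TDP2 / Amount: 120 nM TDP2 per well / Also added: 5 mM T5PNP chromogenic substrate / Doses: 12.8 µM single point, 1% DMSO / Incubation: 2 h at 37 °C / Detection: p-Nitrophenol epi absorbance / Evaluation: % inhibition relative to enzyme-containing and enzyme-free wells / Repeats: singlicate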
PLC-gamma1 inh: PLC-gamma1 (human) inhibition, primary screen | P19174 | purified PLC-gamma1, fluorogenic substrate, fluorescence | inhibition, % at 12.2 µM | 0.84% of 370,000 active | AID 720700; in the data active = inhibition above about 9.5%
Target sequence (P19174 whole entry, looked up): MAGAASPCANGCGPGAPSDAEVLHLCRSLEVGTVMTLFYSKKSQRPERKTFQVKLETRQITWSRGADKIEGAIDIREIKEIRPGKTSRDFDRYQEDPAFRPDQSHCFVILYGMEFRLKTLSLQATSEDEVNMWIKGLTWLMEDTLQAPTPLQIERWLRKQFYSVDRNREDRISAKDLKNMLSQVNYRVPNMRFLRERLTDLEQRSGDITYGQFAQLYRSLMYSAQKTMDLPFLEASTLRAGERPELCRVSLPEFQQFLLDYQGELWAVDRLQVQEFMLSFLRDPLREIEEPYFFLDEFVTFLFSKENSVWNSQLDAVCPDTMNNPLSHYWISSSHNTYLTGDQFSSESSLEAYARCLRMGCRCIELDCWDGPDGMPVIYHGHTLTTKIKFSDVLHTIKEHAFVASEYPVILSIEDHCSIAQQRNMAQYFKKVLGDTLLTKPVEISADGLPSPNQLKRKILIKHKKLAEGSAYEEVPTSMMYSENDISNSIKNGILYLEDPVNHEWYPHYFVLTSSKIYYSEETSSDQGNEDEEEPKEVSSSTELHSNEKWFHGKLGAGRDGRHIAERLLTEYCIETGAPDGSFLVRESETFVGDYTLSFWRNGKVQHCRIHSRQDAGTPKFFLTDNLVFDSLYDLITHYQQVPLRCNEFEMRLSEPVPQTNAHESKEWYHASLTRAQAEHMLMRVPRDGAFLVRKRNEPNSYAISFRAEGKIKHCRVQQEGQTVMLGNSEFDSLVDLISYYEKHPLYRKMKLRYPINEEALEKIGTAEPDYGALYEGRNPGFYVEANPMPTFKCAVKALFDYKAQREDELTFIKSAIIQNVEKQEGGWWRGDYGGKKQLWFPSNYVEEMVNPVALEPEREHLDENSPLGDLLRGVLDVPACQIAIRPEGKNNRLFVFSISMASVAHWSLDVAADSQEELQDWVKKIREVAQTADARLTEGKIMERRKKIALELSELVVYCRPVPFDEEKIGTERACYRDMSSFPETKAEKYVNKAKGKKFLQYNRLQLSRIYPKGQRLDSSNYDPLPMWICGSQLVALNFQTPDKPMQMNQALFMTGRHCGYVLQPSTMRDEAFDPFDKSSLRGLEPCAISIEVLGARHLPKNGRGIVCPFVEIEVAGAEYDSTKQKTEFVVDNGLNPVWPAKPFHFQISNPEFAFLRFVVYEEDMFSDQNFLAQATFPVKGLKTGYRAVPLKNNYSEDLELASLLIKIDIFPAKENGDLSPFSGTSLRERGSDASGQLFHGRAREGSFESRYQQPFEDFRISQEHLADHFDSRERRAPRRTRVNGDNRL
ARFGAP1 inhibitor: rat ARFGAP1 inhibition; Arfgap1-stimulated ARF1 GTP hydrolysis, GDP FP detection; inhibition, % at 16.5 µM; Q62848; 0.26% of 360,000 active;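 active = inhibition above a per-plate limit, mean inhibition of low control wells plus 3 SD, cut at about 25% in these data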;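 also: 0% = DMSO wells with enzyme and 100% = wells lacking Arfgap1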
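Material: rat Arfgap1 GAP domain (His6, aa 1-136), purified enzyme. Also added: human ARF1(Δ1-17)-GTP substrate. Compound dosing: 16.5 µM single point, 1.26% DMSO. Timing: enzyme reaction 120 min at 25 °C after 20 min preincubation. Signal: GDP detection by fluorescence polarization. Read-out basis: percent inhibition of GAP-stimulated GDP formation, scaled between DMSO and no-Arfgap1 medians.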
PLC-beta3 inh: PLC-beta3 (human) inhibition, primary screen | 0.18% of 370,000 active | Purified PLC-beta3, fluorogenic substrate, fluorescence | inhibition, % at 12.2 µM | Q01970; in the data active = inhibition above about 11%;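 also: 0% = median of compound wells on plate and 100% = full blocker control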
ADAM10 inh: inhibits human ADAM10 | O14672 | recombinant ADAM10, EDANS/DABCYL FRET peptide cleavage, 3 h | inhibition, % at 7 µM | 0.62% of 370,000 active | AID 720582;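 active = inhibition above a per-campaign cutoff equal to the mean of compounds falling between control-based bounds plus 3 SD, cut at about 20% in these data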;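 also: 0% = DMSO wells while the 100% control is not disclosed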
ADAM17 inh: inhibits human ADAM17; AID 720648; recombinant ADAM17, EDANS/DABCYL FRET peptide cleavage; 0.83% of 370,000 active; P78536; inhibition, % at 6.95 µM;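 active = inhibition above the mean of compounds lying between control limits plus 3 SD, set per campaign, cut at about 8.5% in these data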;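 also: 0% = DMSO-only wells as the low control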
SIAE primary: human SIAE inhibition, primary screen. Q9HAT2. SIAE FP-Rh probe binding, fluorescence polarization. inhibition, % at 9.66 µM. 0.69% of 370,000 active;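 active = inhibition above a cutoff: mean of compounds within the control limits plus 3 SD of those, cut at about 17% in these data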;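 also: 0% = plate median of compound wells and 100% = probe without SIAE protein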
DDE Tn6 FP inh: DD(E)-Tn6 binding inhibition, primary FP screen; P02675; Fibrin DD(E) TRITC-Tn6 fluorescence polarization displacement; AID 720509; 0.21% of 370,000 active; inhibition, % at 8.3 µM;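 active = inhibition above a per-campaign cutoff: mean of compounds within control limits plus 3 SD, cut at about 15% in these data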;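 also: 0% = median of all compound wells on the plate and 100% = blocking peptide control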
ASAP1 inh: ASAP1 ArfGAP inhibition | Q9ULH1 | ASAP1-stimulated ARF1 GTP hydrolysis, GDP FP detection | inhibition, % at 16.5 µM | 0.19% of 360,000 active; in the data active = inhibition above about 25%;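 also: 0% = vehicle with enzyme and substrate and 100% = no enzyme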
Active calls of the source: *; i = inactive; . = no result given.

Tn7 DDE FP	TDP2 inh	PLC-gamma1 inh	ARFGAP1 inhibitor	PLC-beta3 inh	ADAM10 inh	ADAM17 inh	Compound	SIAE primary	DDE Tn6 FP inh	ASAP1 inh
4.7	-0.6	6.9	6.6	-0.8	10.9	-0.8	CSCCC(NC(=O)C1CCC(C)CC1)C(=O)NCCN1CCC(C)CC1 (stereo not drawn)	-0.8	-2.7	0.9
7.7	3.8	3.4	-5.3	-0.5	1.4	-2.0	COc1ccc(C2=NOC(Cn3nc(-c4ccccc4)cc3C(=O)NCc3ccc(C)cc3)C2)cc1 (stereo not drawn)	3.7	-2.4	1.6
0.4	-9.6	0.0	2.6	1.1	0.8	-4.1	CC(C)CNC(=O)COC(=O)c1cc(S(=O)(=O)N2CCCCC2)ccc1N1CCOCC1	-2.0	3.9	-0.5
2.6	-1.4	-0.6	7.2	-7.4	-10.4	-0.6	CC(=O)Nc1ccc(NC(=O)C(C)OC(=O)CCc2c[nH]c3ccccc23)cc1 (stereo not drawn)	-0.1	1.1	-2.2
4.0	-1.4	-17.6	-1.7	-19.0	4.4	4.3	Cc1noc(/C=C/c2ccco2)c1S(=O)(=O)N1CCC(C(=O)Nc2ccc(Cl)cn2)CC1	-15.9	2.4	-3.8
7.7	-6.8	-24.8	4.4	-28.8	1.1	0.9	Cc1cc2cc(CNS(=O)(=O)c3ccccc3)ccc2n1C	17.5*	59.8*	0.1
2.2	-7.9	3.2	5.9	1.0	0.5	0.1	O=S(=O)(c1ccc(C(F)(F)F)cc1)N1CCN(CCOc2ccccc2)CC1	-4.5	-6.3	3.2
-0.1	-7.3	-1.7	-6.6	-4.4	-0.8	0.9	C[C@H](NC(=O)C1CCN(S(=O)(=O)c2ccccc2)CC1)C(=O)NCc1ccco1	-5.7	2.0	-1.4
-1.1	-10.1	0.9	2.6	-0.5	10.1	7.1	C[C@@]12C(=O)Nc3ccc(Cl)cc3C(=O)N1[C@H]1c3cc(Cl)ccc3OC[C@@H]1[C@@H]2c1ccccc1	-89.7	-9.2	-10.1
-1.0	-9.2	-1.3	-8.3	-8.2	-6.5	-0.4	CC(=O)N1CCC(C(=O)N2CCN(S(=O)(=O)c3cccs3)CC2)CC1	-11.7	-3.7	-9.5
5.5	-12.0	1.1	-1.3	3.9	-1.3	0.8	CCC(C)NC(=S)N1CCN(C(c2ccccc2)c2ccccc2)CC1 (stereo not drawn)	1.8	4.9	14.2
-6.5	6.3	-0.3	13.9	-5.1	-9.9	-2.9	COCc1cc(C)nc(SCC(=O)Nc2ccc3c(c2)n(C)c(=O)n3C)c1C#N	6.8	1.8	3.0
-0.5	-4.8	3.5	-1.9	4.2	9.8	-0.3	CCN(CC)C(=O)c1ccccc1NC(=O)CN1C(=O)c2ccccc2C1=O	3.1	8.3	0.4
2.1	2.4	1.5	3.1	-5.4	-6.5	-2.4	Cc1ccccc1C(=O)N1CCC(C(=O)NN2C(=O)NC3(CCC(C)CC3)C2=O)CC1 (stereo not drawn)	0.2	-7.8	0.1
-0.3	8.9	-1.3	-4.7	-0.4	7.0	-1.9	O=S1(=O)N=C(Oc2ccccc2)c2ccccc21	5.2	-5.0	-2.8
4.3	1.8	-5.8	-2.1	-5.3	-4.5	-0.5	Nc1[nH]c(N=NC(=O)c2ccc(F)cc2)c2ccccc12	15.8	8.8	-0.9
-6.3	11.4	-8.4	-5.0	-5.5	-6.6	-0.7	O=C(Nc1nc2ccc(F)cc2s1)c1ccccn1	-7.1	-1.5	-1.1
0.7	-8.1	0.6	1.2	-1.9	-2.6	-1.5	O=C(Cc1ccccc1F)Nc1nc2ccccc2[nH]1	-1.8	1.7	-6.4
8.7	-0.8	1.6	-7.9	-1.7	-6.9	-3.1	COc1cccc(C(CCc2cc(OC)c(OC)c(OC)c2)NC(C)=O)c1 (stereo not drawn)	6.0	7.4	-9.2
1.7	5.9	-325.5	2.7	-381.8	i	-215.5	Cc1[nH]nc2c1C(c1ccsc1)C1=C(CC(C)(C)CC1=O)N2 (stereo not drawn)	-3.9	3.1	-8.3
1.0	2.9	-3.7	-12.3	-0.5	-2.1	-0.7	O=C(CSc1nccc(=O)[nH]1)N1CCc2ccccc2C1	3.2	0.3	1.1
2.3	1.0	0.5	18.8	-3.9	-4.6	-2.8	NNC(=O)c1csc(CS(=O)(=O)c2ccc(Cl)cc2)n1	-4.1	7.2	2.3
-2.7	-14.6	-0.5	-5.0	-18.1	0.4	-6.4	CCOc1ccc(NC(=O)c2cc(S(=O)(=O)N3CCOCC3)cs2)cc1	-5.5	-6.5	8.4
8.6	-3.7	1.4	4.3	-7.7	7.3	4.3	O=C(Nc1cccc2cccnc12)c1ccc2sc([C@H]3C[C@H](O)[C@@H](CO)O3)nc2c1	-6.2	0.4	4.3
-0.7	-1.7	0.1	-4.0	0.9	-3.9	-3.0	COc1ccc(NC(=O)c2cc(S(=O)(=O)N3CCOCC3)cn2C)cc1Cl	2.1	2.1	0.1
-6.0	5.4	-1.6	.	-1.9	-16.6	-1.5	O=C(CN1CCc2onc(-c3ccc(-n4cc(C5=CCCCC5)nn4)cc3)c2C1=O)N1CCOCC1	-7.1	-0.5	.
-3.2	-15.5	2.3	5.6	-0.4	10.2	2.5	CN1CCN(CCC(=O)Nc2ccc(C3CCCC3)cc2)CC1	-2.0	-10.4	-9.8
5.6	5.3	-2.5	3.2	-0.1	5.4	-4.5	Nc1nc(NC(=O)c2ccccc2)nn1-c1ccccc1	-0.8	3.6	-10.7
-2.3	10.1	-0.3	.	-2.1	-1.9	-6.5	CCC[C@H]1[C@@H](OC(=O)NCc2ccco2)CC[C@@]23CCCN2C(=O)CCC[C@@H]13	4.6	0.6	.
-4.6	-15.5	16.1*	1.1	4.3	-1.0	10.1*	CC1(C(=O)Nc2ccc(Cl)c(Cl)c2)CCN1C(=O)C1CCCCC1 (stereo not drawn)	1.4	-3.4	-2.0
-1.8	3.1	3.4	6.1	-2.4	-10.5	-5.9	O=S1(=O)N[C@H](Cc2ccccc2)COc2cc(N3CC[C@H](O)C3)ccc21	-2.4	8.5	-7.0
9.0	0.7	-1.4	11.6	-1.1	1.6	-1.5	CCCCc1cc(O)c(CCCC)c(O)c1	-1.5	-0.2	12.3
-0.5	-19.5	10.3*	-3.1	-1.4	2.5	-5.3	CCC(C)(C(=O)NC1CCCC1)N(Cc1cccs1)C(=O)c1ccccn1 (stereo not drawn)	8.8	-5.6	-7.7
-1.8	-24.8	8.9	-5.4	-3.8	8.6	2.4	CC1=C(C(=O)OCc2ccccc2)C(c2ccccc2Cl)NC(=O)N1C (stereo not drawn)	-7.6	-7.0	-6.8
7.0	2.5	1.7	3.4	-2.9	-13.3	-4.2	CCOc1ccc(C(=O)NCC(=O)NNC(=O)c2cc(C)oc2C)cc1OCC	8.8	3.9	-6.8
-3.0	3.4	4.6	-3.5	-4.2	-1.0	5.4	O=C(Nc1cccc2cccnc12)c1cccc(Cl)c1	-2.4	0.0	1.6
1.1	-2.7	-0.9	-4.0	-5.3	3.6	-4.3	Cc1ccc(-n2ncc3c(=O)n(CC(=O)N(C)C)cnc32)cc1C	-4.4	-1.4	-12.6
-1.6	8.3	-3.2	-6.0	-5.2	-19.8	-4.6	O=C(Nc1ccc(Cl)c(Cl)c1)N1CC=C(c2ccccc2)CC1	-41.3	-11.6	2.4
4.8	-9.5	0.2	5.3	-10.0	-6.2	-4.8	Cc1cc(NCc2cccnc2)no1	-5.8	-13.7	1.1
-3.1	7.5	-1.0	5.8	-3.6	0.4	-1.4	Cc1sc(N)nc1-c1ccccc1	9.2	0.5	6.8
12.0	3.1	-0.8	-8.9	-0.3	1.3	-1.8	CCOCc1[nH]c(=S)[nH]c(=O)c1Cc1ccc(OCC)cc1	4.4	1.6	-8.5
-3.9	6.5	-0.6	19.5	-6.1	8.6	2.0	O=C(CS(=O)(=O)c1ccccc1)Nc1ncc([N+](=O)[O-])s1	-5.3	-0.1	1.5
1.0	-8.2	-40.6	-2.6	-55.4	2.0	0.5	Cc1cccc(NC(=O)/C=C/c2ccc([N+](=O)[O-])s2)c1	11.1	0.8	-4.9
-0.8	2.4	-5.2	0.2	-2.4	-16.6	-4.9	C[C@H](O)[C@@H]1C(=O)N2CCc3ccc(-c4ccccc4)cc3[C@@H]2C[C@@H]1N(C)C(=O)c1cccnc1	-1.3	6.1	-7.0
-3.0	-1.6	0.7	-5.4	-1.0	-9.8	-6.0	O=C(O)COc1cccc(NC(=O)c2ccccc2)c1	-1.9	-6.3	-2.5
-3.1	-10.2	-105.9	1.1	-115.0	-479.0	-132.7	N#CC1(C#N)C(c2ccccc2)OC23CCCCCC2C1(C#N)C(=N)O3 (stereo not drawn)	-2.0	4.3	15.8
3.2	-1.1	1.4	3.4	-0.2	-1.6	-6.3	O=c1c2ccsc2ncn1Cc1ccccc1F	-0.5	1.1	0.5
2.4	-17.4	7.1	-11.4	-7.1	8.5	0.9	NC(=O)c1ccc(NC(=O)COC(=O)c2cc(S(=O)(=O)N3CCOCC3)ccc2N2CCCCC2)cc1	-15.3	0.3	-3.7
6.6	-11.1	-2.4	-9.4	-1.9	1.0	-2.5	CSc1nsc(SC)c1C(=O)Nc1ccc(Cl)cc1	0.0	5.4	-10.3
-5.8	-23.1	6.4	-10.6	-4.9	2.4	-1.7	O=C(C1CCC(=O)N(C2CCCC2)C1)N1CCN(c2ccc(Cl)cc2)CC1 (stereo not drawn)	-5.7	-0.7	9.5
9.3	-8.2	-0.7	-2.5	-0.1	2.2	-1.7	O=C(NCc1ccc(C(F)(F)F)cc1)c1cccc2c(-c3cccnc3)coc12	-13.3	-0.9	4.8
4.0	2.8	-1.4	2.8	-2.4	-10.3	-3.8	Cc1ccc(NC(=O)COC(=O)CCc2nc3ccccc3c(=O)[nH]2)c(Br)c1	-1.8	6.3	-9.7
4.8	11.1	5.2	5.4	-1.1	-7.7	-6.0	O=C1NC[C@H](Cc2ccc(O)cc2)N(CC2CCCCC2)C1=O	-1.8	-3.4	-8.2

Profiles, looked up by structure.
Cc1cc2cc(CNS(=O)(=O)c3ccccc3)ccc2n1C is listed as Tn7 DDE FP: 7.7; TDP2 inh: -6.8; PLC-gamma1 inh: -24.8; ARFGAP1 inhibitor: 4.4; PLC-beta3 inh: -28.8; ADAM10 inh: 1.1; ADAM17 inh: 0.9; SIAE primary: 17.5*; DDE Tn6 FP inh: 59.8*; ASAP1 inh: 0.1
COc1cccc(C(CCc2cc(OC)c(OC)c(OC)c2)NC(C)=O)c1 (stereo not drawn) is listed as Tn7 DDE FP: 8.7; TDP2 inh: -0.8; PLC-gamma1 inh: 1.6; ARFGAP1 inhibitor: -7.9; PLC-beta3 inh: -1.7; ADAM10 inh: -6.9; ADAM17 inh: -3.1; SIAE primary: 6.0; DDE Tn6 FP inh: 7.4; ASAP1 inh: -9.2
